HCT116 survival = survival after telomere uncapping, modulators, primary screen, cell-based (AID 1259312); HCT116 + Ad-hTR-mut, survival, MTT, 5 d; stronger effect = higher value; fold change at 10 µM; 4.5% of 4,500 active;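 active means cell survival measured by absorbance rises more than 2.5-fold over infected cells without compound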;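 further: virus expresses mutant telomerase RNA that uncaps telomeres and kills cells; compound added 2 days after infection so exposure lasts 3 days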
An asterisk follows results filed as active; i = inactive; + = active, no number. An excerpt. The share of hits here may be higher or lower than overall.

mol: NC(CCCC(=O)O)C(=O)O (stereo not given)
  HCT116 survival: -1.74
mol: O=C1c2ccccc2C(=O)c2c1cc(S(=O)(=O)O)c(O)c2O
  HCT116 survival: -1.31
mol: O=C1CCCN1c1ccc([N+](=O)[O-])cc1
  HCT116 survival: 4.37*
mol: COc1ccc(C(=CCl)c2ccc(OC)c(Br)c2)cc1Br
  HCT116 survival: -2.67
mol: COC(=O)c1sc(NC(=O)C(F)(F)C(F)(F)C(F)(F)C(F)(F)F)c(C(=O)OC)c1C
  HCT116 survival: -1.46
mol: NC(COP(=O)(O)O)C(=O)O (stereo not given)
  HCT116 survival: -1.71
mol: CC(C)[C@@H]1CC[C@@H](C)C[C@H]1OC(=O)[C@@H](C)O
  HCT116 survival: -1.21
mol: CC1=C(C(=O)OC(C)C)C(C2CC=CCC2)NC(=O)N1 (stereo not given)
  HCT116 survival: -1.17
mol: Cc1nc2sc3c(c2c(=O)o1)CCCCC3
  HCT116 survival: 1.52
mol: CCOc1ccc2c(c1)-c1c(ssc1=S)C(C)(C)N2
  HCT116 survival: 5.41*
mol: COc1ccc(S(N)(=O)=O)cc1OC
  HCT116 survival: 1.14
mol: C[N+]1(C/C=C2/COCO2)CCCCC1
  HCT116 survival: 1.71
mol: O=C1Nc2ccccc2/C1=N\N1C(=O)C2C=CC=CC2C1=O (stereo not given)
  HCT116 survival: i
mol: O=S(=O)(c1ccccc1)N1CCN(CCO)CC1
  HCT116 survival: -1.34
mol: Cc1nc2ccccc2nc1NO
  HCT116 survival: +

mol: CCNC(=S)Nc1ccc(I)cc1
  HCT116 survival: -3.56
mol: Nc1n[nH]c(-c2cccnc2)n1
  HCT116 survival: 2.61*
mol: COc1ccc(-c2cc(=O)c3ccc(O)cc3o2)cc1
  HCT116 survival: -1.7
mol: CN1C(=O)C2C=CC=CC2N=C1SCc1ccccc1F (stereo not given)
  HCT116 survival: -4.18
mol: O=c1cnn(C2OC(CO)C(O)C2O)c(=S)[nH]1 (stereo not given)
  HCT116 survival: -2.11
mol: Nc1nc(-c2ccc(Cl)c(Cl)c2)cs1
  HCT116 survival: 1.69
mol: O=C(O)C1CCCN1S(=O)(=O)c1ccc(Cl)s1 (stereo not given)
  HCT116 survival: -1.4
mol: CN(C)S(=O)(=O)N1CCN(C2c3ccccc3-c3ccccc32)CC1
  HCT116 survival: 1.06
mol: OCC1(CO)COC2(CCCCC2)N1
  HCT116 survival: 1.1
mol: CN(CCC#N)CC(=O)Nc1nccs1
  HCT116 survival: -1.59
mol: O=C(O)Cn1cc([N+](=O)[O-])cn1
  HCT116 survival: 2.02
mol: O=C(Nc1sc2c(c1C(=O)Nc1ccc(Br)cc1)CCC2)c1cccs1
  HCT116 survival: 1.12

2 of the compounds above, with bars between the fields:
Molecule | HCT116 survival
O=c1cnn(C2OC(CO)C(O)C2O)c(=S)[nH]1 (stereo not given) | -2.11
Nc1nc(-c2ccc(Cl)c(Cl)c2)cs1 | 1.69

Some of these compounds in order of SMILES length, rising.
mol: CN(CCC#N)CC(=O)Nc1nccs1
  HCT116 survival: -1.59
mol: O=C(O)Cn1cc([N+](=O)[O-])cn1
  HCT116 survival: 2.02
mol: CN1C(=O)C2C=CC=CC2N=C1SCc1ccccc1F (stereo not given)
  HCT116 survival: -4.18
mol: CN(C)S(=O)(=O)N1CCN(C2c3ccccc3-c3ccccc32)CC1
  HCT116 survival: 1.06
mol: O=C(Nc1sc2c(c1C(=O)Nc1ccc(Br)cc1)CCC2)c1cccs1
  HCT116 survival: 1.12

Compound activity as filed in PubChem BioAssay.
